USP2a inh = qHTS Assay for Inhibitors of Ubiquitin-specific Protease USP2a Using CHOP2 as the Reporter; Ubiquitin carboxyl-terminal hydrolase 2 (Homo sapiens), O75604; USP2 core, Ub-CHOP2 coupled fluorogenic reporter, 485/531; Potency, µM (doses to about 38.3 µM), without a hit: at the top dose activity change, negative = inhibition, hits mostly inhibitors; actives 0.01% (n = 330,000);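 further: potency means the concentration at half of the fitted maximal effect; plate controls were DMSO wells for no effect and full inhibition by NEM control for full effect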
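Cell-free coupled assay: 10nM USP2 core preincubated 30min RT with compound in Tris-HCl pH 8.0/CaCl2/CHAPS buffer, then 25nM Ub-CHOP2 and 25nM reporter substrate; fluorescence (Ex 485/Em 531) read after 60min RT, normalized to NEM inhibition, concentration-response curves fitted.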
PTAP TSG101 blk = qHTS Assay for Iinhibitors of HIV-1 Budding by Blocking the Interaction of PTAP/TSG101. 340,000 tested, under 10 active. Tumor susceptibility gene 101 protein (Homo sapiens), Q99816. Fluorescence polarization, FITC-PTAP peptide / Tsg101 binding. Potency, µM (titrated, usually from 115 µM), for the others: top-dose activity change, negative = inhibition, actives largely listed as inhibitors. AID 493005, 2010; active means well fitted inhibition curve with a large enough effect in the main read-out, with a control signal flat, not every such curve was filed as active; inconclusive means small, poorly fitted or top-dose-only effect, or effect the other way, or a change in a side signal; inactive means no such curve, though single readings can be large or run the other way; further: potency means the concentration at half of the fitted maximal effect; % of control where 0% means no effect
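Steps: Tsg101 binding domain dispensed (10 uM final), compounds pinned in DMSO, FITC-labeled PTAP-motif peptide added (50 nM final); after 20 min binding at room temperature, polarization measured.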
uPA surface inh = qHTS for Inhibitors of Cell Surface uPA Generation; cell surface uPA generation assay, qHTS; Potency, µM (doses to about 38.3 µM), for inactives: at the highest dose activity change, negative = inhibition, most hits filed as inhibitors; actives 0.31% (n = 330,000); AID 540303, 2011; active means well fitted inhibition curve with a large enough effect; inconclusive means small, poorly fitted or top-dose-only effect; inactive means no such curve, though single readings can be large or run the other way; tested in mouse RAW 264.7 cells; further: potency means the concentration at half of the fitted maximal effect; on the % scale 0 is the no-effect control and ±100 the full control effect; nearly all actives have a fitted effect of over 55% in size
TSHR antag = Antagonists of the Thyroid Stimulating Hormone Receptor: HTS campaign | TSHR-expressing cells, TSH-stimulated cAMP HTRF, 2 h; stronger effect = lower value | activity change, negative = inhibition, % at 11.5 µM | actives 0.2% (n = 330,000) | AID 504810, 2011;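 active means activity change below a set negative limit, meaning inhibition stronger than a set level, cut at about -70% in these data; inconclusive means activity change between two set negative limits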; further: on the % scale 0 is the no-effect control and ±100 the full control effect
Target sequence (P16473 whole entry, looked up): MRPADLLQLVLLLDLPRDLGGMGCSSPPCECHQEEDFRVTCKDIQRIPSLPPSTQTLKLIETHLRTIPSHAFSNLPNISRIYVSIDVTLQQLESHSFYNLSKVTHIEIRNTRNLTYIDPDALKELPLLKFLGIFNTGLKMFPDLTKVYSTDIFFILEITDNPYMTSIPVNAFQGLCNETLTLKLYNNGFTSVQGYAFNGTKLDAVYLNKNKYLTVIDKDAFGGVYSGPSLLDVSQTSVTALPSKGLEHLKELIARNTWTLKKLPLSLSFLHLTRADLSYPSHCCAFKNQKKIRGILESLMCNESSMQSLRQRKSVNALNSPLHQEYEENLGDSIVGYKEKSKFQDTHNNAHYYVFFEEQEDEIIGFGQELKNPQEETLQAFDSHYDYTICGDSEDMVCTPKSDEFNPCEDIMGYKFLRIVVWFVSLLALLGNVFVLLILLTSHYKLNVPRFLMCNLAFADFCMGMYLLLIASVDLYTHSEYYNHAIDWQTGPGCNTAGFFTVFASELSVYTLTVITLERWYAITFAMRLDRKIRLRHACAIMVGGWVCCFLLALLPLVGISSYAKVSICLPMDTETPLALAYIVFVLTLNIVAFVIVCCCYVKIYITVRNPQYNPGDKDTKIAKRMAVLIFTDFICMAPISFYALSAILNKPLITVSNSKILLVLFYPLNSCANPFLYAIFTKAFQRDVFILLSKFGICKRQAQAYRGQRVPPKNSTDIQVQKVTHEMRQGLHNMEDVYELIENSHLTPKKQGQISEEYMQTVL
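Freshly harvested TSHR cells receive pin-tooled compound, then EC80 TSH at 4nM final. After 2 hours at 37 deg C, antibody in lysis buffer and cAMP-d2 are added; 30 minutes at ambient temperature precede the HTRF read.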
ELG1 DNA repair = qHTS screen for small molecules that inhibit ELG1-dependent DNA repair in human embryonic kidney (HEK293T) cells expressing luciferase-tagged ELG1; HEK293T ELG1-luciferase reporter, luminescence, 16 h; DNA damage induced by 5-fluorouridine; actives 2.3% (n = 330,000); AID 504467, 2011; Potency, µM (titrated, usually from 46.1 µM), inactives show top-dose activity change, negative = inhibition, usual class: inhibitors; further: potency means the concentration at half of the fitted maximal effect; on the % scale 0 is the no-effect control and ±100 the full control effect; nearly all actives have a fitted effect of over 55% in size
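Reporter activity after DNA damage by 5-fluorouridine is monitored. Compound-treated cells incubate 16 hr at 37 °C, then ONE-Glo is added for 30 min before luminescence reading.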
B2AR arrestin = qHTS assay of beta-arrestin-biased ligands of beta2-adrenergic receptor | Beta-2 adrenergic receptor (Homo sapiens), P07550 | beta-arrestin recruitment to beta2AR, cell-based reporter | Potency, µM (titrated, usually from 46.1 µM), for the others: top-dose activation, usual class: activators | actives 0.02% (n = 330,000);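 further: potency means the concentration at half of the fitted maximal effect; 0% = DMSO controls and full agonism = EC100 isoproterenol or metaproterenol; nearly all actives have a fitted effect of over 65% in size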
TCR act = Activators of T cell receptors: qHTS campaign | primary human leukocytes, anti-CD3, IL-2 HTRF, 48 h | Potency, µM (doses to about 9.22 µM), for inactives: top-dose activation of IL-2 secretion, usual class: activators | 330,000 tested, under 10 active | AID 504894, 2011; further: % of control where 0% means no effect
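Primary human leukocytes incubated 48 hr with anti-CD3 beads plus compound, without co-stimulation. Secreted IL-2 measured by HTRF (europium cryptate/d2 anti-IL-2 pair, 320 nm excitation, 665 nm emission).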
Mito fusion act = qHTS Assay for Small Molecule Inhibitors of Mitochondrial Division or Activators of Mitochondrial Fusion. S. cerevisiae fusion-defective mutant growth rescue, CellTiterGlo 48 h. Potency, µM (titrated, usually from 46.1 µM), without a hit: at the top dose growth rescue (activation), most hits filed as activators. actives 0.23% (n = 320,000);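 further: potency means the concentration at half of the fitted maximal effect; % of control where 0% means no effect; nearly all actives have a fitted effect of over 45% in size; temperature-sensitive fusion mutants such as fzo1-1 at 37 °C on non-fermentable ethanol glycerol medium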
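Growth-rescue viability read-out: after 48 h at the non-permissive 37C in glycerol/ethanol YPEG, yeast mitochondrial fusion mutants are measured by CellTiterGlo luminescence; compounds (23 nl pinned per well) restoring growth score as division inhibitors or fusion activators.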
Eya2 phos inh = qHTS Assay for Inhibitors of the Phosphatase Activity of Eya2. recombinant Eya2, OMFP fluorescence dephosphorylation (OMFP is methylfluorescein phosphate). actives 0.006% (n = 330,000). Potency, µM (top dose mostly 76.9 µM), inactives show at the highest dose activity, negative = inhibition, actives largely listed as inhibitors; further: potency means the concentration at half of the fitted maximal effect; on the % scale 0 is the no-effect control and ±100 the full control effect
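Eya2 protein (added as 0.2 uM solution) was preincubated with compound for 10 min at ambient temperature in 50 mM HEPES pH 7.5, 50 mM NaCl, 5 uM MgCl2, 0.05% BSA, 1 mM DTT. OMFP (added at 50 uM) then reacted 10 min; fluorescence read at 485/525 nm.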
Tb PFK block = qHTS Assay to Find Inhibitors of T. brucei phosphofructokinase; ATP-dependent 6-phosphofructokinase (Trypanosoma brucei brucei), O15648; T. brucei PFK, ADP-Glo luminescence; Potency, µM (doses to about 57.5 µM), for inactives: at the highest dose activity, negative = inhibition, actives largely listed as inhibitors; actives 0.17% (n = 330,000);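 further: potency means the concentration at half of the fitted maximal effect; 0% = uninhibited 1x PFK enzyme wells and -100% = no-enzyme wells; nearly all actives have a fitted effect of over 60% in size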
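In TEA buffer at pH 8.0 with 5 mM MgCl2, enzyme (1.25 nM) converted F6P (0.5 mM) and ATP (0.1 mM) for 45 min at room temperature. ADP product was read by luciferase luminescence.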
BCR signal inh = qHTS Assay to Find Inhibitors of Chronic Active B-Cell Receptor Signaling; ABC-DLBCL IkBa-CBG/CBR reporter, luminescence ratio, 4 h; Potency, µM (series often up to 46.1 µM), inactives show at the top dose ratio change, negative = lower green/red ratio, actives largely listed as inhibitors; actives 0.05% (n = 340,000); active means well fitted inhibition curve with a large enough effect in the signal ratio, with a control signal flat, not every such curve was filed as active; inconclusive means small, poorly fitted or top-dose-only effect, or effect the other way, or a change in a side signal; the % refers to the signal ratio;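 further: potency means the concentration at half of the fitted maximal effect; plate controls were basal doxycycline-induced cells for no effect and cells given 10 µM MG132 for full effect; MG132 reads +100%, hits lower the ratio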
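Compounds up to 46 uM were incubated four hours with TMD8 cells whose green CBG68 luciferase is fused to IkappaBalpha; red CBR luminescence normalised the signal, and concentration-effect curves were fitted to fusion, red and ratio data.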
Numbers without * were called inactive; ? = inconclusive; nt = not tested or not shown; [ ] = dose if it differs, or a comment. Unless noted, the call rests on the fitted dose curve; in most records, active means well fitted curve in the direction sought with a large enough effect; inconclusive means small, poorly fitted or top-dose-only effect, or another doubt; inactive means no such curve, though single readings can be large; an effect the other way counts as inactive or inconclusive.

#	Molecule	USP2a inh	PTAP TSG101 blk	uPA surface inh	TSHR antag	ELG1 DNA repair	B2AR arrestin	TCR act	Mito fusion act	Eya2 phos inh	Tb PFK block	BCR signal inh
1	CCN(CC)CCNC(=O)C1c2cc(OC)c(OC)cc2C(=O)N(C)C1c1cccs1 (stereo unspecified)	-4%	0%	5%	11	22%	-0.7%	-1%	-2%[9.22 µM]	11%	-1%	-3%
2	CC1(c2ccc(OC(F)F)cc2)NC(=O)N(CC(=O)Nc2ccc3[nH]c(=O)[nH]c3c2)C1=O (stereo unspecified)	1%	2%	4%	1	2%	0.0%	1%	3%	-13%	-2%	7%
3	COC(=O)C(=C/C=C/N1CCOCC1)C(=O)OC	-2%	nt	nt	-2	6%	0.2%	nt	0%	3%	-2%	-1%
4	COc1ccc(N2Cc3cccc(C(=O)N4CCOCC4)c3C2=O)cc1	3%	-8%	1%	-2	9%	-1.1%	-5%	0%	-16%	1%	7%
5	N#CC1=C(N)Oc2cc(N)ccc2C1C1CCCCC1 (stereo unspecified)	3%	1%	-7%	-11	-12%	-0.4%	-7%	17%	-6%	-1%	?
6	Cc1cccc(NC(=O)[C@@H](NC(=O)[C@@H]2Cc3ccccc3CN2)C(C)C)c1	3%	3%	1%	-31	21%	-0.2%	1%	4%	4%	0%	?
7	COc1cccc(-c2nc(CS(=O)CC(=O)NC(C)CCc3ccccc3)c(C)o2)c1 (stereo unspecified)	2%	-1%	-8%	-11	0%	-0.9%	13%	0%	-3%	1%	1%
8	Cc1ccc(-c2nc(N)n(S(C)(=O)=O)n2)cc1	1%	1%	-5%	8	?	-0.4%	7%	-5%	0%	2%	8%

#	Molecule	USP2a inh	PTAP TSG101 blk	uPA surface inh	TSHR antag	ELG1 DNA repair	B2AR arrestin	TCR act	Mito fusion act	Eya2 phos inh	Tb PFK block	BCR signal inh
9	Nc1cc(C2CCCC2)nn1-c1ccccc1	-1%	-1%	-8%	4	?	-0.3%	-1%	-8%	-1%	-12%	?
10	Cc1ccc(C2C(C(=O)c3sc(C)nc3C)=C(O)C(=O)N2CCN(C)C)o1 (stereo unspecified)	1%	-5%	8%	24	1%	0.2%	0%	8%	4%	-4%	-1%
11	CCC1CCCCN1C(=O)c1ccc(OC2CCN(C(=O)CCOC)CC2)cc1 (stereo unspecified)	6%	-10%	5%	4	6%	0.1%	4%	1%	-12%	0%	6%
12	Cc1cccc(NC(=O)NCc2ccc3c(c2)OCO3)c1	-1%	nt	nt	5	?	0.5%	nt	-5%	-2%	4%	2%
13	O=C1C2C3C=CC([C@@H]2C(=O)N1Cc1cccnc1)C31CC1 (stereo partly specified)	1%	-3%	0%	-15	25%	-1.1%	-9%	2%	13%	-5%	0%
14	O=C(Nc1ccc2c(c1)OCO2)c1cc(-c2ccc(O)cc2)on1	-4%	0%	-1%	-29	?	-0.1%	10%	-12%	5%	-3%	?
15	COC(=O)CSc1nc(-c2cccs2)ccc1C#N	0%	-4%	nt	-8	?	-0.1%	-4%	3%	-12%	-2%	?
16	COc1ccc(C(=O)NC(C(=O)NCc2ccccc2OC)C(C)C)cc1 (stereo unspecified)	0%	-6%	1%	0	-13%	0.3%	-1%	-2%	13%	-4%	7%

3 structures out of the list, ordered by length of the SMILES, rising.
#	Molecule	USP2a inh	PTAP TSG101 blk	uPA surface inh	TSHR antag	ELG1 DNA repair	B2AR arrestin	TCR act	Mito fusion act	Eya2 phos inh	Tb PFK block	BCR signal inh
15	COC(=O)CSc1nc(-c2cccs2)ccc1C#N	0%	-4%	nt	-8	?	-0.1%	-4%	3%	-12%	-2%	?
14	O=C(Nc1ccc2c(c1)OCO2)c1cc(-c2ccc(O)cc2)on1	-4%	0%	-1%	-29	?	-0.1%	10%	-12%	5%	-3%	?
10	Cc1ccc(C2C(C(=O)c3sc(C)nc3C)=C(O)C(=O)N2CCN(C)C)o1 (stereo unspecified)	1%	-5%	8%	24	1%	0.2%	0%	8%	4%	-4%	-1%

Next part.
#	Molecule	USP2a inh	PTAP TSG101 blk	uPA surface inh	TSHR antag	ELG1 DNA repair	B2AR arrestin	TCR act	Mito fusion act	Eya2 phos inh	Tb PFK block	BCR signal inh
17	COc1cccc(/C=N/NC(=O)c2[nH]c(C)c(C(=O)N/N=C/c3cccc(OC)c3)c2C)c1	-4%	0%	-2%	-13	21µM*	0.7%	3%[46.1 µM]	-1%	0%	4%	-10%
18	COc1cc(CNC(C)C23CC4CC(CC(C4)C2)C3)ccc1OCC(=O)NC(C)(C)C (stereo unspecified)	4%	-3%	-1%	-4	-18%	-0.5%	0%	-33%	-1%	3%	?
19	CC1CCN(C(C)C(=O)Nc2ccccc2-c2ccccc2)CC1 (stereo unspecified)	3%	0%	9%	-4	10%	-0.1%	-41%	1%	-2%	1%	14%
20	O=C(NCc1ccco1)C1CCCN(c2ncnc3c2nc2n3CCCCC2)C1 (stereo unspecified)	0%	-4%	-9%	-16	12%	-0.1%	-2%	-1%	-5%	-7%	0%
21	O=C(C1CC(=O)N(c2ccc(F)cc2)C1)N1CCN(c2ccccc2)CC1 (stereo unspecified)	2%	-5%	-2%	0	3%	0.1%	1%	0%	1%	-3%	2%
22	CCC1(C)Cc2c(sc3nc(NC)n(C)c(=O)c23)CO1 (stereo unspecified)	-7%	0%	-3%	-1	?	2.4%	8%	?	3%	-11%	-1%
23	Cc1ccc(CNC(=O)CN2C(=O)COc3ccc(S(=O)(=O)N4CCCCC4)cc32)o1	0%	-1%	-2%	10	-1%	-0.5%	-6%	-9%	2%	2%	-3%
24	O=C(CCCc1nc(-c2ccccc2Cl)no1)N1CCOCC1	0%	1%	0%	6	-11%	-0.3%	-4%	-2%	3%	-9%	12%

#	Molecule	USP2a inh	PTAP TSG101 blk	uPA surface inh	TSHR antag	ELG1 DNA repair	B2AR arrestin	TCR act	Mito fusion act	Eya2 phos inh	Tb PFK block	BCR signal inh
25	CCCCc1nnc(NC(=O)c2ccccc2OCc2c(C)noc2C)s1	1%	-2%	13%	19	?	14%	2%	?	-27%	0%	?
26	O=C(CC1CCCCC1)NCCOc1ccccc1	2%	-4%	2%	1	?	0.3%	7%[46.1 µM]	-1%	-15%	-7%	0%
27	Nc1cc(CN2C(=O)c3ccccc3C2=O)cc(Cl)c1O	0%	-14%	-19%	0	2%	-0.3%	-2%	7%	17%	-4%	?
28	CC(C)COC(=O)Nc1nnc(Cc2ccccc2)s1	1%	-5%	-4%	-14	1%	0.2%	0%	3%	2%	1%	-1%
29	CCOC(=O)c1sc(N2N=C(C)C(N=Nc3cccc(C)c3)C2=O)nc1C (stereo unspecified)	4%	-3%	-3%	-6	11%	-0.5%	1%	-1%	-6%	-2%	-6%
30	Cc1ccc(S(=O)(=O)NCCC(=O)NC2CCCCC2C)cc1 (stereo unspecified)	-1%	-4%	?	-1	19%	-0.4%	-5%	-7%	2%	-3%	1%
31	CCCCn1c(N)c(N(CC(C)C)C(=O)c2cc(S(=O)(=O)N3CCCCC3)ccc2C)c(=O)[nH]c1=O	0%	-6%	3%	2	10%	-0.4%	3%	-1%	3%	-2%	1%
32	CCc1ccccc1NC(=O)COC(=O)C1C2CC3OC(=O)C1C3C2 (stereo unspecified)	-2%	-1%	4%	9	16%	0.1%	8%	9%	9%	0%	-2%

Source: PubChem
